Source: PubChem (National Center for Advancing Translational Sciences (NCATS))
HCMV antiviral = inhibitors of human cytomegalovirus; HFF cells, HCMV-luciferase reporter, 72 h; hits give low values; activity change, negative = inhibition, % at 57.5 µM; 410,000 compounds, 4.5% hits; in the data active = activity change below about -60%; inconclusive = no clear call, values can overlap the other calls; inactive = above about -39%
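Compounds were evaluated in HFFs infected with an HCMV luciferase reporter virus (MOI 1 PFU/cell). Luciferase in lysates collected 72 h post infection served as the replication measure.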
AmpC detergent = blocks E. coli AmpC beta-lactamase in detergent assay; AmpC hydrolysis of nitrocefin, absorbance 480 nm, 0.01% Triton; 370,000 compounds, 0.041% hits; Potency, µM (series often up to 114 µM), for the others: top-dose activity change, negative = inhibition, most hits filed as inhibitors; P00811; AID 485294;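 note: potency is the fitted concentration of half-maximal effect; 0% = no-compound wells and -100% = no-enzyme wells; nearly all actives have a fitted effect of over 25% in size; some results filed as inactive show a strong effect at the top dose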
Target sequence (P00811 whole entry, looked up): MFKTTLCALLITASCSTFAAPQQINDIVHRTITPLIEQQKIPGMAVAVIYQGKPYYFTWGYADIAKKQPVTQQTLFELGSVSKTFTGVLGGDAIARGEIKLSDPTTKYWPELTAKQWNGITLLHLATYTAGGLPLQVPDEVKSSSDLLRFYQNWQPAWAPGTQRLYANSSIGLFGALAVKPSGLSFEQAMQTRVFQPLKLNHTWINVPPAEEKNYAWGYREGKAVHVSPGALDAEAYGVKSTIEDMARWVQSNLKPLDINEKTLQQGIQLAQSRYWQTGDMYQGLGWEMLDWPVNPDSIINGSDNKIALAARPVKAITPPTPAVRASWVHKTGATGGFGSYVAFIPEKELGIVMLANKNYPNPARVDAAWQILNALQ
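AmpC (5.3 nM in the dispensed reagent) in 20 mM phosphate pH 7.0 with 0.01% (detergent screen) or 0.0001% Triton X-100 was preincubated with compounds for 15 min at room temperature. Nitrocefin was then added from an 800 uM solution, and hydrolysis was followed at 480 nm.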
HCV inhibitor = HCV inhibition. Huh7.5.1 HCVcc-Cre infection, luciferase reporter, 44 h. Potency, µM (titrated, usually from 41.8 µM), for inactives: top-dose activity change, negative = inhibition, usual class: inhibitors. 340,000 compounds, 3.4% hits; note: potency is the fitted concentration of half-maximal effect
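Antiviral activity was scored by luciferase reporter output from cells infected with HCVcc-Cre (~0.5 moi) in presence of compound, 44 h infection period, cells seeded 1,000/well 4 h prior.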
Giardia FBPA inh = blocks Giardia fructose-bisphosphate aldolase activity; purified Giardia FBPA; Potency, µM (titrated, usually from 59.6 µM), for inactives: at the highest dose activity, negative = inhibition, most hits filed as inhibitors; 290,000 compounds, 0.71% hits; AID 2451; note: potency is the fitted concentration of half-maximal effect; nearly all actives have a fitted effect of over 55% in size
Target sequence (A8B2U2 whole entry, looked up): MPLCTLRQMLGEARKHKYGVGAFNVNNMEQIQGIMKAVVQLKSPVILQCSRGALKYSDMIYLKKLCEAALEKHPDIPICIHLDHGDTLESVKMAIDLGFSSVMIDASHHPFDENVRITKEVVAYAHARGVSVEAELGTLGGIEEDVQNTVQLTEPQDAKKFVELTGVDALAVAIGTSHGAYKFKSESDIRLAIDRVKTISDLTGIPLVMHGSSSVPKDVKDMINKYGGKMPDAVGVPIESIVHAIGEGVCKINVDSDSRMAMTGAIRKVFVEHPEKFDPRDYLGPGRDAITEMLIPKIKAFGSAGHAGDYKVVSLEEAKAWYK
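40 nM FBPA preincubated 10 min at RT with compound (up to 57.5 uM final), then substrate plus GAPDH/TPI/NAD/arsenate coupling and diaphorase/resazurin added. Fluorescence read after 20 min at RT, 525/598 nm.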
Sm TGR inh = inhibitors of Schistosoma mansoni thioredoxin glutathione reductase | Q962Y6 | purified TGR, DTNB reduction, TNB absorbance 405 nm | Potency, µM (top dose mostly 114 µM), without a hit: at the highest dose activity change, negative = inhibition, actives largely listed as inhibitors | 360,000 compounds, 3% hits | AID 485364; note: potency is the fitted concentration of half-maximal effect; nearly all actives have a fitted effect of over 60% in size
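TGR 20 nM + NADPH 100 uM (dispensed conc.), cpd preinc 15 min RT; start with NADPH (500 uM addition) then DTNB (15 mM addition). Kinetic TNB absorbance, 405 nm filter. Four-parameter Hill fit across titration.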
AMA1 RON2 block = AMA1-RON2 (P. falciparum) interaction inhibition | AlphaScreen AMA1-biotinylated RON2 peptide binding | Potency, µM (top dose mostly 58.2 µM), for inactives: top-dose activity change, negative = inhibition, actives largely listed as inhibitors | 360,000 compounds, 0.2% hits;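 note: potency is the fitted concentration of half-maximal effect; 0% = vehicle wells and -100% = peptide control; nearly all actives have a fitted effect of over 45% in size; some results filed as inactive show a strong effect at the top dose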
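AMA1 (3D7) with his tag at 25 nM final met compounds first, then biotinylated RON2 peptide at 25 nM; detection used donor plus acceptor beads, 10 µg/mL apiece, read by AlphaScreen after 30 min at room temperature.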
* hit, by the source's call; u = inconclusive; x = not tested or not shown; & = joins results of further samples; [ ] = dose if it differs, or a comment. Unless noted, calls come from the whole dose curve; as a rule, active = well fitted curve in the direction sought with a large enough effect; inconclusive = small, poorly fitted or top-dose-only effect, or another doubt; inactive = no such curve, though single readings can be large; an effect the other way counts as inactive or inconclusive. Unless noted, % is set by controls: 0 for no effect and ±100 for the full control effect. The order is random; 9.3% or so of the library scored in one or more.

SMILES	HCMV antiviral	AmpC detergent	HCV inhibitor	Giardia FBPA inh	Sm TGR inh	AMA1 RON2 block
CCSc1nc(-c2ccc(Cl)cc2)nc2c1Cc1c(CO)cnc(C)c1O2	6.7	10.7%	x	x	-8.0%	x
O=C(COc1ccccc1)OCC(=O)c1ccc(O)cc1O	-27.4	1.6%	5.6%	x	-0.5%	7.7%
Cc1ccc(N2NC(=O)/C(=C/c3ccc(-c4ccc(Cl)c(C(=O)O)c4)o3)C2=O)cc1	u	-13.0%	5.1%	1.0%	-32.4%	14.1%
O=C(NCc1cccc(Cl)c1)c1cnn2c1NC(c1ccco1)CC2C(F)(F)F (configuration not stated)	-38.3	-3.3%	u	0.7%	-28.6%	-1.1%
Cc1ccc2c(c1)Sc1c(ccc3ccccc13)N2	0.0	8.0%	13.6%	u	17.0%	u
COc1ccc(Cl)cc1NC(=O)CSC1=NN2CCCC(=O)N=C2S1	-71.1*	u	u	1.8%	-1.5%	-12.9%
COc1ccc(CN2CCN(c3ccc(F)cc3)CC2)c(OC)c1OC	8.2	-9.2%	u	-11.5%	7.5%	-10.0%
COC(=O)c1ccc(NC(=O)CSc2n[nH]c(CC(C)C)n2)cc1	9.7	12.9%	x	x	0.3%	x
CCCC[N+](C)(C)CCC(=O)NC(C)(C)CS(=O)(=O)[O-]	-1.9	3.3%	0.4%	5.7%	9.8%	-7.6%
COc1cccc(Oc2coc3cc(OC(=O)N(C)C)ccc3c2=O)c1	-32.5	-13.3%	-23.0%	-1.9%	-7.1%	17.4%
Cc1cccc(OCc2nnc(SCC(=O)O)n2Cc2ccccc2)c1	15.3	-4.7%	25.6%	u	-5.3%	-8.6%
O=C(CC1C(=O)NCCN1Cc1cccc(C(F)(F)F)c1)NCCc1cnccn1 (configuration not stated)	21.0	-1.0%	4.7%	x	-7.7%	38.0%[activator]
O=C(Nc1c2c(nn1-c1ccccc1)CS(=O)(=O)C2)C1CCCC1	16.8	2.2%	20.5%	x	-8.4%	8.0%
Cc1cc(C(=O)OCC(=O)N2C(C)CCCC2C)c(C)o1 (configuration not stated)	-10.4	u	29.9%	-3.0%	-14.2%	-4.5%
Cc1nnsc1Sc1ccccn1	-5.3	8.8%	7.0%	0.8%	5.4%	-2.7%
CCOc1ccccc1C(=O)NCC(=O)Nc1ccc2c(c1)OCO2	-6.0	-13.1%	15.1%	x	-9.7%	20.5%[11.6 µM]
Cc1ccc(C(=O)NCCc2c[nH]c3ccccc23)c(C)c1	174.4	-1.0%	u	x	-4.4%	-16.1%
S=c1[nH]c(-c2ccccc2)cs1	1.0	3.6%	2.6%	4.2%	-14.3%	23.3%
Cc1cccc(CNC(=O)c2ccc3c(c2)N(C)CCS3)c1	25.6&4.2	-0.6%&2.7%	-27.7%	-9.2%	10.7%&-5.2%	u
COc1ccc(N2CC(C(=O)N[C@@H](CC(C)C)C(=O)NC3CCCC3)CC2=O)cc1 (some centres not stated)	-14.0	0.0%	1.5%	x	0.1%	2.1%
CCN1CCN(C(CNS(=O)(=O)c2ccccc2)c2ccccc2)CC1 (configuration not stated)	u	u	-13.4%	-17.5%	-18.9%	9.9%
OCC[C@H]1C[C@H](O)[C@@H](O)[C@@]2(CCCO2)O1	-14.6	x	26.2%	x	x	10.6%
CCOc1ccccc1CNC(=O)C1CCN(S(=O)(=O)c2c(C)noc2/C=C/c2ccc(C)cc2)CC1	u	0.0%	x	x	-1.8%	x
COC(=O)C1=C(C)NC(=O)C1(Nc1ccc(Cl)cn1)C(F)(F)F (configuration not stated)	14.1	-14.6%	10.5%	5.5%	-4.7%	8.3%
CCCn1cnnc1CNC(=O)C1CCC(=O)N(CCc2ccc(OC)cc2)C1 (configuration not stated)	-13.2	-16.8%	14.2%	3.3%	4.1%	-3.1%

As a working copy, 2 of the compounds above.
SMILES	HCMV antiviral	AmpC detergent	HCV inhibitor	Giardia FBPA inh	Sm TGR inh	AMA1 RON2 block
COc1ccc(N2CC(C(=O)N[C@@H](CC(C)C)C(=O)NC3CCCC3)CC2=O)cc1 (some centres not stated)	-14.0	0.0%	1.5%	x	0.1%	2.1%
CCN1CCN(C(CNS(=O)(=O)c2ccccc2)c2ccccc2)CC1 (configuration not stated)	u	u	-13.4%	-17.5%	-18.9%	9.9%

Further records
SMILES	HCMV antiviral	AmpC detergent	HCV inhibitor	Giardia FBPA inh	Sm TGR inh	AMA1 RON2 block
CCOC(=O)c1nnn(-c2nonc2N)c1CSc1ccc(C)cc1	-0.6	3.1%	-3.3%	-11.1%	1.6%	21.1%
CC(NCc1ccco1)C(=O)N1CCc2ccccc2C1 (configuration not stated)	-26.0	-6.7%	-1.3%	-16.9%	-21.9%	-7.0%
O=C(O)c1cc(O)ccc1NC(=O)c1cccc2ccccc12	u	5.2%	0.3%	13.5%	-2.5%	-5.0%
COc1ccc(Nc2nc(NCc3ccco3)nc(N/N=C/c3ccc(O)cc3)n2)cc1	-61.0*	-0.7%	u	-1.7%	2.2%	-7.2%
CCN1C(=C2C(=O)c3ccccc3C2=O)C=Cc2ccccc21	33.0	-11.2%	-17.2%	-16.8%	-25.2%	-20.5%
Fc1ccc(CNc2ncccn2)cc1	-23.6	-10.0%	9.9%	3.8%	5.9%	2.3%
CCc1ccc(Cn2c(CNS(=O)(=O)c3ccc([N+](=O)[O-])cc3)nc3cccnc32)cc1	13.4	5.6%	x	x	6.6%	x
OC(CNc1nc(C(F)(F)F)nc2ccccc12)c1ccccc1 (configuration not stated)	-66.0*	-7.2%	u	x	4.4%	-7.4%
S=C(NCC1CCCCC1)Nc1cccnc1	-37.9	-7.9%	7.8%	3.7%	u	-14.3%
O=C(OCC(=O)N1CCN(c2ccccc2)CC1)c1ccc(Cl)nc1	-30.4	u	-5.1%	x	4.0%	u
COCC(=O)NC1(c2nnnn2CCOC(=O)Nc2ccc(Cl)cc2)CCCCC1	3.8	4.7%	-0.1%	4.6%	-19.5%	11.1%
Cc1ccc(C)c(N(CC(=O)N(C)C)S(C)(=O)=O)c1	-7.9	-0.8%	-6.2%	5.0%	5.7%	-9.6%
COc1nc(NCc2cccnc2)nc(OC)n1	-11.5	17.2%	11.2%	27.0%	7.8%	-0.2%
CC(C)Cn1c2c(c(=O)[nH]c1=O)C(C(F)(F)F)(C(F)(F)F)N=C(CCC1CCCCC1)N2	u	-7.4%	u	0.1%	7.0%	13.9%
CC(Sc1nnc(N)s1)C(=O)Nc1ccc(N2CCOCC2)cc1 (configuration not stated)	38.3	-3.9%	9.4%	0.0%	-1.9%	-3.5%
CCn1c(SCC(=O)NCC2CCCO2)nnc1-c1ccc(Cl)cc1 (configuration not stated)	u	-8.1%	-3.6%	5.5%	-9.0%	-9.7%
Cc1ccc2occ(-c3nn[nH]n3)c(=O)c2c1	27.6	-10.2%	-2.5%	u	-0.6%	-6.4%
O=C(CN1C(=O)NC2(CCCC2)C1=O)NCc1cccc(Cl)c1	-20.0	x	3.3%	x	x	-13.2%
CCCCC1=CC2=C(c3ccco3)C(=O)C(C)(OC(=O)c3ccc(OC)cc3)C(=O)C2=CN1Cc1ccc2c(c1)OCO2 (configuration not stated)	x	3.3%	-6.7%	u	-4.4%	-19.9%
COCCNc1c(-c2ccc(O)cc2)nc2ccc(Cl)cn12	69.1	-12.9%	u	-11.4%	-9.5%	-0.5%
CC(=O)Nc1ccc2nc(-c3cccs3)[nH]c2c1	89.1	-5.4%	8.6%	-6.5%	0.6%	0.0%
Cc1ccc(C)c(Cn2nc3c4ccccc4n(Cc4ccccc4)cc-3c2=O)c1	22.0	2.0%	0.0%	2.4%	0.4%	-2.4%
COC(=O)Cc1ccc(NC(=S)NCc2ccc(Cl)cc2)cc1	19.4	u	3.6%	5.3%	u	5.5%
COc1ccc(-c2nn(CCC#N)cc2C(=O)NCc2ccccc2)cc1OC	25.3	-15.3%	0.7%	3.7%	-15.4%	-4.8%
O=C(NC1CCCC1)c1ccc(Cl)s1	-76.6*	-5.8%	-4.3%	x	0.0%	-7.5%
Carrying on:
SMILES	HCMV antiviral	AmpC detergent	HCV inhibitor	Giardia FBPA inh	Sm TGR inh	AMA1 RON2 block
Cc1ccccc1-c1nc(CN2CCC(C(=O)NCc3ccc(F)cc3)CC2)c(C)o1	1.8	-3.5%	x	x	-3.5%	x
Cc1ccccc1S(=O)(=O)Nc1nc2ccccc2nc1Cl	19.5	2.1%	6.1%	17.1%	-1.7%	4.4%
Cc1cccc(N/C=C(\[N+](=O)[O-])S(=O)(=O)c2ccccc2)c1	-35.6	-4.0%	3.6%	-11.3%	u	30.6%[activator]
COc1ccc(-n2cnc3cc(C(=O)NC4CCCCCC4)ccc32)cc1	-15.8	-8.7%	x	x	3.2%	x
CCOC(=O)C1=C(C)N=c2s/c(=C\c3cccn3C)c(=O)n2C1c1cccc(OC)c1OC (configuration not stated)	10.2	-13.8%	11.2%&-14.8%	-3.9%	-6.9%	-0.9%
COc1ccc(NC(=O)C(CC(C)C)NC(=O)C2CCC(C)CC2)cc1 (configuration not stated)	10.0	-11.3%	u	-1.4%	4.9%	-0.8%
COC(=O)COc1ccc(S(=O)(=O)Nc2ccccc2SC)cc1	-3.4	u	19.0%	-15.0%	-8.1%	-6.2%
CCN1C(=O)/C(=C\c2nc3ccccc3c(=O)n2CC)c2ccccc21	-93.8*	u	0.8%	0.4%	-6.3%	-28.2%
CCOC(=O)CCn1c(=O)c2cccn2c2cccnc21	104.0	18.8%	x	x	0.5%	x
CSc1nc2cc(C)nn2c(-c2ccccc2)c1C#N	11.9	7.1%	1.6%	7.6%	-2.7%	12.1%
CC(C)CCCN1C(Nc2ccccc2)=NC[C@@H]1C	-30.3	u	12.6%	-0.3%	5.1%	-5.1%
COc1ccc(CN2CCN(Cc3c[nH]c4ccccc34)CC2)cc1	101.3	-1.4%	5.0%	u	-17.9%	-3.1%
COCCNC(=O)CCCn1c(=O)c2ccccc2n(Cc2ccccc2C#N)c1=O	-37.4	-0.1%	10.0%	4.5%	0.4%	14.3%
Cn1c(CSc2nc3ccccc3s2)nnc1SCC(=O)NCCCN1CCOCC1	17.1	-5.7%	7.4%	0.9%	-3.8%	4.0%
COc1ccc(-n2cnnc2SCc2ncc(-c3ccccc3)o2)cc1	25.0	-10.1%	-8.7%	-0.4%	u	-10.1%
Cc1cc(C)c(C#N)c(SCC(=O)c2cccs2)n1	197.2	u	-13.3%	-0.9%	3.0%	11.0%
CN(C)CCCN(C(=O)c1ccc(S(=O)(=O)N2CCc3ccccc32)cc1)c1nc2ccc(Cl)cc2s1	-18.4	0.2%	x	x	-10.7%	-28.4%

Whole records, looked up by structure:
Results for `COc1ccc(-n2cnnc2SCc2ncc(-c3ccccc3)o2)cc1` = HCMV antiviral = 25.0; AmpC detergent = -10.1%; HCV inhibitor = -8.7%; Giardia FBPA inh = -0.4%; Sm TGR inh = u; AMA1 RON2 block = -10.1%
Results for `Cc1cc(C)c(C#N)c(SCC(=O)c2cccs2)n1` = HCMV antiviral = 197.2; AmpC detergent = u; HCV inhibitor = -13.3%; Giardia FBPA inh = -0.9%; Sm TGR inh = 3.0%; AMA1 RON2 block = 11.0%
Results for `CSc1nc2cc(C)nn2c(-c2ccccc2)c1C#N` = HCMV antiviral = 11.9; AmpC detergent = 7.1%; HCV inhibitor = 1.6%; Giardia FBPA inh = 7.6%; Sm TGR inh = -2.7%; AMA1 RON2 block = 12.1%
